HTR5A ag: activates human HTR5A in OPRM1-OPRD1 agonist counter-screen; HTR5A agonist assay, luminescence, cell-based; hit rate 0.61% among 340,000; activation, % at 9.3 µM; P47898; AID 504692; in the data active = activation mostly above about 9.5%, no sharp cut-off; inactive = mostly below about 7.6%;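 also: 0% = cells with vehicle only and 100% = reference agonist; strong numbers were not always called active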
Target sequence (P47898 whole entry, looked up): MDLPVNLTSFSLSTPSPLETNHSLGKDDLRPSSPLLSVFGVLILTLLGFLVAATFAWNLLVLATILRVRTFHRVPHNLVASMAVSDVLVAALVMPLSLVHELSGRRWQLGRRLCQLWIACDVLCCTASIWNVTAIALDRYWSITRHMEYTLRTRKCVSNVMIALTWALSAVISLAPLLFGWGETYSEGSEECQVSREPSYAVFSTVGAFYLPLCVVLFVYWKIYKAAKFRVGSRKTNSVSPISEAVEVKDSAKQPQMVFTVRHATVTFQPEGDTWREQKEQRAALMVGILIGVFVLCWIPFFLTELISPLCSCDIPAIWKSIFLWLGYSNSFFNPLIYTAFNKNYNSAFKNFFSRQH
OPRM1-OPRD1 ag: OPRM1-OPRD1 heterodimerization agonism. cells, luminescence. hit rate 0.3% among 340,000. P35372+P41143. AID 504326. activation, % at 9.3 µM; in the data active = activation above about 18%;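 also: 0% = vehicle-treated cells and 100% = reference agonist; values of inactives mirror those of a sister screen read the other way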
RTF Ca sens inh: cardiac RTF calcium desensitization. IANBD-labeled cardiac RTF, Ca2+ fluorescence. inhibition, % at 7.15 µM. hit rate 0.12% among 340,000. AID 493244;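 active = inhibition above the mean inhibition of all tested compounds plus 3 SD, cut at about 17% in these data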;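 also: assay run at fixed EC70 calcium of 1.6 mM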
V-ATPase pHluor: regulators of yeast V-ATPase proton transport | S. cerevisiae, pHLuorin cytosolic pH fluorescence | response, % at 10 µM | hit rate 0.37% among 350,000 | AID 504577; in the data active = response mostly above about 7.3%, no sharp cut-off; inactive = mostly below about 5.4%; also: actives read high; inactives centre near 0; some compounds called inactive have numbers as strong as hits; reference of the scale not given here
C-LANA FP: KSHV C-LANA DNA binding inhibition. inhibition, % at 9 µM. hit rate 0.078% among 340,000. AID 504423. MBP-C-LANA/FAM-LBS DNA binding, fluorescence polarization;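 active = highest replicate inhibition at or above 60% at 9 µM, even if other replicates fall short; inactive = all replicates below 60% inhibition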;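 also: 0% = neutral control wells and 100% = 4 µM acridine orange control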
MOR-DOR inv ag: inverse agonist of human OPRM1-OPRD1 heterodimerization; P35372+P41143; cell-based MOR-DOR heterodimer luminescence, inverse agonism; inhibition, % at 9.3 µM; hit rate 0.21% among 340,000; AID 504357; in the data active = inhibition above about 22%, passing the limit was not always enough;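 also: 0% = cells with DMSO and 100% = wells without cells with DMSO; values of inactives mirror those of a sister screen read the other way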
HTR5A inv ag: inverse agonist of human HTR5A in OPRM1-OPRD1 counter-screen; HTR5A cell line, luminescence, inverse agonism; inhibition, % at 9.3 µM; hit rate 0.083% among 340,000; AID 504634; in the data active = inhibition mostly above about 23%, no sharp cut-off; inactive = mostly below about 18%;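 also: 0% = cells with DMSO and 100% = no-cell wells with DMSO; some compounds called inactive have numbers as strong as hits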
RTF Ca sens act: cardiac RTF calcium sensitization; IANBD-labeled TnC RTF fluorescence at EC20 calcium; 0% EC20 calcium, 100% full calcium; activation, % at 7.2 µM; hit rate 0.24% among 340,000;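 active = activation above the mean over all tested compounds plus 3 SD, cut at about 30% in these data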;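 also: rise in fluorescence read as greater calcium sensitivity of cardiac thin filaments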
Keap1 Nrf2 FP: Keap1-Nrf2 (human) interaction inhibition | Keap1 Kelch-Nrf2 peptide fluorescence polarization, 1536-well | Q14145 | AID 504523 | inhibition, % at 9.4 µM | hit rate 0.15% among 340,000; in the data active = inhibition above about 12%;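 also: human Keap1 Kelch domain with fluorescein labeled Nrf2 9mer peptide probe; 0% = neutral control wells and 100% = peptide positive control; higher means more block of Keap1 binding to Nrf2 peptide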
Target sequence (Q14145 whole entry, looked up, the tested form may be a part): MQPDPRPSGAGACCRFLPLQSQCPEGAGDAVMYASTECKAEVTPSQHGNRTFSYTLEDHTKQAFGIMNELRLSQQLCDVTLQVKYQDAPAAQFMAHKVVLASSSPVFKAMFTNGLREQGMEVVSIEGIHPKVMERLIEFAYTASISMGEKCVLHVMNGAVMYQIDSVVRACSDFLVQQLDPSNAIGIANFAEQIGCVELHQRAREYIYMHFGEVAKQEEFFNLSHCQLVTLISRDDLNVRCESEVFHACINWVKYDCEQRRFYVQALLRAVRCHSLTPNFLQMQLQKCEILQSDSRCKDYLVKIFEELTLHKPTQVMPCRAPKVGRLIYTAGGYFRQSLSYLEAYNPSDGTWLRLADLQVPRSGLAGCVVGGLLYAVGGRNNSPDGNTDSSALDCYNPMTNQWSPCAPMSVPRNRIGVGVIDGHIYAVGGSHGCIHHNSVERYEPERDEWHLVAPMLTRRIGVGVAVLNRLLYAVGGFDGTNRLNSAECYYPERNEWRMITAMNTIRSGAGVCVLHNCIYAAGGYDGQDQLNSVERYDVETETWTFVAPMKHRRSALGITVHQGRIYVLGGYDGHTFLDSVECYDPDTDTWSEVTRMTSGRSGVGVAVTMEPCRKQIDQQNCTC
CAL PDZ FP: blocks peptide binding to the human CAL PDZ domain; purified CAL PDZ, TMR-peptide fluorescence polarization, 1 h; inhibition, % at 24.9 µM; hit rate 0.92% among 300,000;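 active = mean inhibition of at least 30% with at least half of replicates also reaching 30%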;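 also: 0% = DMSO neutral control and 100% = excess unlabeled competitor peptide PRC23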
An asterisk follows results filed as active; x = no result given. This is a random part of the collection, and some 2.8% of all compounds hit somewhere here.

SMILES	HTR5A ag	OPRM1-OPRD1 ag	RTF Ca sens inh	V-ATPase pHluor	C-LANA FP	MOR-DOR inv ag	HTR5A inv ag	RTF Ca sens act	Keap1 Nrf2 FP	CAL PDZ FP
COc1ccccc1N1CCN(CCCNC(=O)C2CCCN(c3ncnc4c3nc3n4CCCCC3)C2)CC1 (stereo not drawn)	-5	-1.4	1	2	-0.4	7	17	1	-5	-2
Cc1ccc(CCNC(=O)CCS(=O)(=O)c2cc3c(cc2C)NC(=O)CO3)cc1	8	-0.3	-2	1	-1.5	2	1	-2	3	4
CC1(c2ccc(OC(F)F)cc2)NC(=O)N(CC(=O)Nc2ccc(N3CCCCC3)cc2)C1=O (stereo not drawn)	-4	-1.6	-2	-3	-0.6	9	20	-21	7	-2
CN(Cc1ccccc1)S(=O)(=O)c1ccc2c(c1)NC(=O)CC(=O)N2	-1	-1.1	-8	1	0.0	5	14	0	0	-3
COc1cc(C(=O)OCC(=O)Nc2ccc(C)cc2)cc(OC)c1OC	0	-2.1	0	-1	-2.1	9	0	-2	3	-6
Cc1noc(C)c1CSc1nc2ccccc2n1C	5	-0.9	6	1	1.6	5	-8	3	1	-4
CCCCSc1nc(C)c(C(C)=O)cc1C#N	3	4.5	-5	3	-1.7	-26	-1	2	3	-2
Cc1ccnc(NC(=O)C(C)n2cc([N+](=O)[O-])cn2)c1 (stereo not drawn)	8	-2.6	-12	-1	0.3	12	8	1	-1	1
O=C(COC(=O)c1ccccc1-c1nc2ccccc2s1)Nc1ccccc1C(F)(F)F	-3	0.0	8	3	-0.2	0	6	-1	-1	0
CC(=O)Nc1ccc(S(=O)(=O)NCC(=O)NCCCc2ccccc2)cc1	-2	-1.9	2	-5	-2.7	12	5	-3	2	-6
CC(C)C(NC(=O)c1ccccc1)C(=O)OCc1cc([N+](=O)[O-])cc2c1OCOC2 (stereo not drawn)	-2	1.0	-10	4	0.7	-7	4	0	-5	2
Cc1ccc(NC(=O)[C@@]2(CC(=O)O)CC(/C=C/c3ccccc3)=NO2)c(C)c1	-3	-1.4	-16	-1	0.2	6	10	-4	-2	1
O=C(NCc1ccncc1)c1ccc(NS(=O)(=O)c2cccc([N+](=O)[O-])c2)cc1	-8	1.2	8	-5	-1.6	-6	20	-1	5	-7
COc1cccc(C(=O)NNC(=O)CCN2CCN(c3ccccc3)CC2)c1	6	-0.1	-11	-2	-0.7	1	-26	7	1	-2
CCOc1ncccc1C(=O)OCC(=O)Nc1ncc(C(F)(F)F)cc1Cl	6	-1.2	2	0	-1.4	5	-14	-1	-1	3
COc1cc(N=c2ssnc2Cl)cc(OC)c1	2	1.4	-4	10	-1.0	-8	-14	8	-12	-7
Cc1ccccc1CSCCNC(=O)CN(c1ccc2c(c1)OCO2)S(C)(=O)=O	-2	-0.8	1	x	-0.9	5	11	0	0	-3
O=C(Nc1ccc(Br)cc1)c1cccc(NC(=O)C2C3CC4OC(=O)C2C4C3)c1 (stereo not drawn)	3	-0.4	-5	0	0.2	2	-32	2	7	-4
O=C(NCCCn1ccnc1)c1c(F)cccc1F	7	-1.4	6	2	0.9	6	-18	-4	-4	-4
COc1ccccc1OCc1ccc(C(=O)N2CCN3CCCC3C2)cc1 (stereo not drawn)	-1	-1.1	-1	-1	2.3	6	-24	-1	-6	-4
Cc1ccc(N2C(=O)[C@@H]3[C@H](C2=O)C2c4ccccc4C=CN2[C@@H]3C(=O)c2ccco2)cc1 (stereo partly drawn)	-2	0.3	-7	-4	3.0	-1	6	-1	-6	-3
CCc1ccc(NS(=O)(=O)c2ccc3oc(=O)ccc3c2)cc1	3	2.8	-7	-3	-0.3	-13	-10	-5	-4	-4
CCCC(C(=O)NC(C)(C)CC)N(Cc1ccco1)C(=O)CNS(=O)(=O)c1ccccc1 (stereo not drawn)	4	1.9	12	-5	-0.7	-14	-11	1	3	x
COc1ccc(C)cc1S(=O)(=O)Nc1ccncc1	4	-0.2	-3	2	1.6	1	-10	-1	3	-4
CN1CCN(C(=S)NC(=O)c2ccc(-c3ccccc3)cc2)CC1	-4	-0.2	1	0	-0.1	1	10	-3	3	4
CCCc1cc(=O)[nH]c(SCCOC(=O)c2ccccc2)n1	-2	-1.3	-2	-4	-0.1	7	6	0	-1	-2
CC(=O)Nc1ccc(Sc2ncnc3scc(-c4ccccc4)c23)cc1	1	2.0	8	-4	0.3	-11	-31	3	-3	-1
CCCCCCC1CCC(C(=O)NC(CCSC)C(=O)NC(C(=O)OC)C(C)C)CC1 (stereo not drawn)	6	-1.7	10	-3	1.2	11	-7	-4	2	6
COc1ccccc1CN(Cc1ccco1)S(=O)(=O)c1ccc(-n2cnnn2)c(OC)c1	3	-0.9	-10	3	1.1	5	17	14	-5	-3
CN1CCN(C2CCN(c3cccc(Cl)c3)CC2)CC1CCO (stereo not drawn)	1	-1.8	-4	-1	2.8	8	-3	-9	1	-4
COCCNC(=O)CCc1nnc(Cc2ccc(-c3ccccc3)cc2)o1	-2	-3.7	-3	-1	0.0	19	0	2	-2	9
CCCCn1ccnc1C(=O)c1cccc(S(=O)(=O)N2c3ccccc3CC2C)c1 (stereo not drawn)	-3	2.1	-42	-3	0.7	-13	12	5	-4	-4
CSc1ccc(CN(C)CC(=O)Nc2ccc(NC(C)=O)cc2)cc1	1	3.9	-24	-4	1.9	-19	-2	12	-6	-4
COc1ccccc1CCNC(=O)COc1cccc2c1OC(C)(C)C2	12	-1.9	-8	-3	-0.8	10	-39	-2	-3	-1
COc1cc(NC(=O)COC(=O)CSc2cc(C)ccc2C)c(C)cc1[N+](=O)[O-]	1	2.5	-1	3	1.7	-18	-2	-1	-7	2
Cc1c(C)n(C)c2ccc(C(=O)NCCCN3CCOCC3)cc12	1	-2.3	-4	3	1.3	12	8	-4	-2	2
C[C@H](NC(=O)c1nc[nH]c1C(=O)N1CCN(c2ccccc2)CC1)C(=O)OCc1ccccc1	-1	-1.4	-1	-1	0.9	8	6	3	-2	-3
COc1ccc(C(=O)Nc2ccc(S(=O)(=O)N3CCCC3)cc2)cc1[N+](=O)[O-]	-1	-4.1	-4	3	-0.9	21	7	-2	-4	-5
Cc1ccccc1-c1nc(CS(=O)CC(=O)NCc2ccccn2)c(C)o1 (stereo not drawn)	2	-3.6	0	0	0.5	19	1	-3	-2	-4
CCO[C@H]1OC(C(=O)NCc2ccccc2)=C[C@@H](c2ccc(C(F)(F)F)cc2)[C@@H]1CCCO	1	0.7	-6	3	-1.3	-4	-19	-1	2	-4
CCc1noc(C)c1C(=O)Nc1nc(-c2ccc(OC)cc2)cs1	5	0.5	-4	-7	0.8	-3	-6	-21	-2	-1
COc1ccc(N2C(=O)c3ccc(C(=O)Nc4ccccc4O)cc3C2=O)cc1	2	-1.4	0	3	2.4	7	-6	-3	-1	-5
O=C(Nc1nnc(Cc2ccccc2)s1)C1CCN(C(=O)c2ccco2)CC1	0	-1.3	-11	5	1.9	7	4	-6	-1	-7
CCCCNC(=O)CC(NS(=O)(=O)c1ccc(C)cc1)c1ccco1 (stereo not drawn)	-1	2.8	-3	-1	0.3	-15	15	3	3	-8
Cc1cc(OCC(C)C)ccc1/C(O)=C1/C(=O)C(=O)N(Cc2cccnc2)C1c1ccncc1 (stereo not drawn)	-10	-0.3	1	-3	0.4	2	-4	-7	-7	1
COc1ccccc1/C=C/C=N/N1CCN(Cc2ccc(Cl)cc2)CC1	2	6.2	-4	1	-0.6	-32	-9	7	3	-9
COc1cc(CNCc2cccs2)ccc1OCC(=O)NC(C)(C)C	-2	2.8	-18	0	-0.3	-17	5	5	0	10
CCn1c(COc2ccc3c(c2)CCCC3)nnc1SCC(=O)Nc1ccc(C(=O)OC)cc1	3	0.1	-2	-5	1.7	-1	14	3	-2	-3
COc1cc(/C=N\NC(=O)c2ccc(Cn3nc([N+](=O)[O-])c(Cl)c3C)o2)ccc1O	8	0.6	-5	-2	-0.5	-3	-20	2	-1	-3
Fc1ccc(CSc2nnc3ccc(-c4ccncc4)nn23)cc1	6	-3.1	0	-3	0.0	17	-15	-4	0	-1
O=C(CCCN1C(=O)c2ccccc2C1=O)N1CCN(c2ccccn2)CC1	4	1.3	-7	-8	8.1	-8	-28	-10	-2	-2
CCOc1ncccc1C(=O)OCc1csc(CC(=O)Nc2ccccc2C)n1	3	-4.0	6	-2	0.5	16	25	3	-3	-1
Oc1ccc(Oc2ccc(Oc3ccc(O)cc3)cc2)cc1	-2	4.3	-5	2	-1.2	-20	7	5	-2	-5
CN(C)c1ccc(C(=O)N2CC(=O)N(CCc3ccccc3)C(=O)C2)cc1	-9	-1.3	-2	4	0.2	6	20	-1	-1	1
CC(/C=N/Nc1nc(C)cc(=O)[nH]1)=C\c1ccccc1	4	0.0	11	1	-0.2	0	-15	3	-7	-6
COc1cc(CNCCN(C)C)ccc1OCc1c(F)cccc1Cl	-3	4.6	-2	-1	1.5	-24	-11	4	0	-15
CCCNC(=O)C(Cc1ccccc1)NC(=O)Cc1ccccc1 (stereo not drawn)	-2	-1.4	3	6	-2.1	8	-16	7	1	-1
COc1ccc(-c2cc(C(F)(F)F)c(C#N)c(SCC(=O)Nc3nc(C)co3)n2)cc1	5	0.2	-5	-2	1.0	-1	-19	-1	0	-1
COc1cccc(NC(=S)/C(=C(\[O-])c2ccc(C)c([N+](=O)[O-])c2)[n+]2ccccc2)c1	4	2.3	3	2	0.4	-13	-20	0	-3	-1
CCc1nnc(NC(=O)CSc2nc3c([nH]c4ccccc43)c(=O)n2CCOC)s1	7	-3.6	-5	-1	-3.6	19	-16	0	-6	-5

Entries above with a cyano group, in the order listed:
SMILES	HTR5A ag	OPRM1-OPRD1 ag	RTF Ca sens inh	V-ATPase pHluor	C-LANA FP	MOR-DOR inv ag	HTR5A inv ag	RTF Ca sens act	Keap1 Nrf2 FP	CAL PDZ FP
CCCCSc1nc(C)c(C(C)=O)cc1C#N	3	4.5	-5	3	-1.7	-26	-1	2	3	-2
COc1ccc(-c2cc(C(F)(F)F)c(C#N)c(SCC(=O)Nc3nc(C)co3)n2)cc1	5	0.2	-5	-2	1.0	-1	-19	-1	0	-1

Continued.
SMILES	HTR5A ag	OPRM1-OPRD1 ag	RTF Ca sens inh	V-ATPase pHluor	C-LANA FP	MOR-DOR inv ag	HTR5A inv ag	RTF Ca sens act	Keap1 Nrf2 FP	CAL PDZ FP
Cc1ccc(NC(=O)c2cc(S(=O)(=O)N3CCCC3)cn2C)cc1C	6	0.0	-5	-3	0.8	0	-17	14	-5	x
CCCC(O)(c1ccc(OC)cc1)C(CN1CCOCC1)c1ccc(Cl)cc1 (stereo not drawn)	4	7.4	-11	12*	3.7	-33	-16	5	2	5
N#Cc1ccc(Oc2nc(C(N)=O)cc(-c3ccccc3)n2)cc1	4	-1.2	-1	0	1.1	6	-9	0	2	1
CN(c1ccccc1)c1nc(N)c([N+](=O)[O-])c(Nc2ccc(F)cc2)n1	1	3.7	-8	-2	3.0	-18	-4	-1	0	1
COC(=O)CNC(c1ccccc1)c1cc(Br)ccc1NC(=O)CNC(=O)OCc1ccccc1 (stereo not drawn)	1	2.5	-15	0	0.9	-14	6	8	-7	-5
Cc1cc(C(C)(C)C)oc1C(=O)N(CC(=O)NC1CCCC1)c1cccc(C(F)(F)F)c1	-3	4.9	-1	-1	0.8	-27	27	-4	-2	-4
